HIF activator: HIF pathway transcriptional activators, primary screen, cell-based, U2OS HRE-luciferase, luminescence | U2OS HRE-luciferase reporter; normalized: DMSO 0%, desferrioxamine 100% | activation, % at 7.5 µM (by protocol) | hit rate 0.32% among 300,000;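 active = mean activation of at least 10% of the iron chelator positive control signal, with at least half of replicates also reaching 10%; inconclusive = mean and replicate majority disagree about reaching 10%; inactive = mean and most replicates under 10%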
TRPC4 potent: positive allosteric modulators of TRPC4, primary screen, cell-based, mouse TRPC4beta, HEK293 mu-opioid, Fluo-4 calcium. Short transient receptor potential channel 4 (Mus musculus), Q9QUQ5. DAMGO EC20, Fluo-4 Ca2+ flux; active compounds read high. B-score at 10 µM. hit rate 0.42% among 310,000. AID 2227, 2009;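 active = B-score of calcium response area above 5 SD of library B-scores, with initial fluorescence ratio within 5 SD of library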;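 note: B-score of integrated fluorescence ratio over time as area under calcium response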
TRPC6 inhibitor: mouse TRPC6 channel inhibitors, primary screen, cell-based, HEK293, membrane potential dye | Short transient receptor potential channel 6 (Mus musculus), Q61143 | ACh-evoked depolarization; active compounds read low | B-score at 10 µM | hit rate 1.1% among 310,000;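 active = B-score under library mean minus 3 SD, initial fluorescence not abnormally high, positive integrated signal ratio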;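 note: B-score derived from integrated fluorescence ratio over the kinetic read; more negative B-score means stronger inhibition of depolarization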
KLF5 inhibitor: KLF5 expression inhibitors, primary screen, DLD-1 cells, luminescence; DLD-1 KLF5 promoter-luciferase reporter; inhibition, % at 5 µM; hit rate 0.23% among 290,000;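 active = inhibition above a per-plate limit of that plate's mean compound inhibition plus 3 SD, cut at about 60% in these data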;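 note: 0% = DMSO wells and 100% = LY294002 at 200 µM; higher means less KLF5 promoter-driven luciferase light; inactives centre near -14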
aSyn UTR inh: MLPCN primary screen, SNCA 5' untranslated region; alpha-synuclein 5'UTR reporter, inhibitor activity; inhibition, % (tested at 7.5 µM); hit rate 0.82% among 300,000; in the data active = inhibition above about 60%; inconclusive = no clear call, values can overlap the other calls;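 note: H4 neuroglioblastoma cells stably carrying SNCA 5'UTR luciferase fusion; 0% = DMSO wells and 100% = positive control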
TRPC4 agonist: activators of mouse TRPC4 channel, primary screen, Fluo4 calcium, HEK293 TRPC4beta/mu-opioid cells; Short transient receptor potential channel 4 (Mus musculus), Q9QUQ5; hit rate 0.49% among 310,000; Fluo4 calcium fluorescence; active compounds read high; B-score at 10 µM;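 active = B-score above 5 SD of library B-scores, and initial fluorescence ratio not above library mean plus 5 SD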;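 note: positive B-score marks a calcium rise read as TRPC4 activation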
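Assay system: HEK293 stable line with TRPC4beta plus mu-opioid receptor; schedule: 45 min room-temperature Fluo4 loading, 110 s read; technique: kinetic Fluo4 calcium fluorescence; evaluation: integrated baseline-normalised fluorescence ratio, converted to per-well B score; controls: buffer (low) and maximal DAMGO (high)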
IEC-6 tox: cytotoxicity in IEC-6 intestinal epithelial cells, primary screen, cytotoxicity control for KLF5 inhibitor project, cell-based, luminescence; IEC-6 cytotoxicity, luminescence viability; hit rate 0.78% among 290,000; inhibition, % at 5 µM; in the data active = inhibition above about 22%;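 note: 0% = plate median of test compound wells and 100% = cytotoxic reference compound wells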
TRPC4 block: inhibitors of mouse TRPC4 channel, primary screen, Fluo4 calcium, HEK293 TRPC4beta/mu-opioid cells; Short transient receptor potential channel 4 (Mus musculus), Q9QUQ5; DAMGO-evoked Fluo4 calcium flux; active compounds read low; B-score at 10 µM; hit rate 0.39% among 300,000;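 active = B-score over 3 SD under the library average, no early fluorescence shift, positive overall ratio signal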
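System: stable TRPC4beta/mu-opioid receptor HEK293 cells; Dosing: single-point compound dosing; Measured by: Fluo4 Ca2+ flux fluorescence; Read-out basis: per-well B score of integrated baseline-normalized Fluo4 ratio.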
TRPC6 act: mouse TRPC6 channel activators, primary screen, cell-based, HEK293, membrane potential dye | B-score at 10 µM | HEK293-TRPC6 membrane potential dye fluorescence; active compounds read high | Short transient receptor potential channel 6 (Mus musculus), Q61143 | hit rate 0.13% among 310,000;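 active = B-score of the integrated fluorescence ratio above library mean plus 3 SD, and starting fluorescence ratio within library mean plus 5 SD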;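 note: higher score means more depolarization so channel activation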
MrgX1 antag: antagonists of human MrgX1 receptor, primary screen, HEK293 cells, Fluo-4 calcium flux. BAM8-22 antagonism; active compounds read low. B-score at 10 µM. AID 588676, 2011. hit rate 1.3% among 310,000;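 active = calcium-response B-score plate-corrected more than 3 library SD below zero, starting fluorescence within 5 deviations, no agonist response on first addition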;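 note: peak minus trough fluorescence over baseline after final BAM8-22 challenge near maximal dose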
Target sequence (Q96LB2 whole entry, looked up): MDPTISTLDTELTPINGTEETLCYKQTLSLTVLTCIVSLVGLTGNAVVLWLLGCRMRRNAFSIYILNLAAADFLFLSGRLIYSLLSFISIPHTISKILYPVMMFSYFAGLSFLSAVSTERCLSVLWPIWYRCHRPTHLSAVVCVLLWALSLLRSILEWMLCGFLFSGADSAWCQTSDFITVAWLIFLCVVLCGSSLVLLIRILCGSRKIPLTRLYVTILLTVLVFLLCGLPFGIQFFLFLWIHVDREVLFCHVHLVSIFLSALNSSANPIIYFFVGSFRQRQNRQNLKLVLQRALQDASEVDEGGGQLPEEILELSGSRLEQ
SKKanGAS inh: S. pyogenes SKKanGAS growth inhibitors in kanamycin, primary screen, streptokinase expression inhibitor project, SKKanGAS strain, BacTiter-Glo luminescence | inhibition, % at 7.5 µM | 6 h | hit rate 1.3% among 300,000;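 active = mean replicate score, as percent of positive control median, at least 50; inconclusive = mean below 50 but one replicate at or above 50; inactive = mean and every replicate below 50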;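 note: strain carries kanamycin resistance gene driven by streptokinase promoter and grows in 40 µg/ml kanamycin; loss of luminescence reflects streptokinase promoter inhibition or plain growth inhibition; 0% = median of DMSO wells and 100% = positive control at its reference dose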
An asterisk follows results filed as active; i = inactive; ? = inconclusive; / = not tested or not shown.

SMILES	HIF activator	TRPC4 potent	TRPC6 inhibitor	KLF5 inhibitor	aSyn UTR inh	TRPC4 agonist	IEC-6 tox	TRPC4 block	TRPC6 act	MrgX1 antag	SKKanGAS inh
CCNC(=O)NC(=O)CSc1ccccc1F	0.0	i	i	-25.6	-12.1	i	-1.0	i	i	i	-1.7
CC(=O)Nc1ccc(S(=O)(=O)NC2=NCN(c3cccc([N+](=O)[O-])c3)CN2)cc1	0.3	i	i	15.4	7.7	i	-4.0	i	i	i	-5.7
c1ccc2nc3c(cc2c1)CCCCC3	1.3	i	i	-20.7	-34.0	i	-3.5	i	i	i	-3.8
COc1ccc(NC(=O)CN(C)C(=O)c2ccc(S(=O)(=O)Nc3ccccc3F)cc2)cc1	-0.3	i	i	/	2.9	i	/	i	i	i	-2.7
CC(NC(=O)CN1CCCC1)c1ccccc1 (stereo not drawn)	0.1	i	i	-8.7	-5.9	i	2.8	i	i	i	-1.5
COc1ccc(-c2[nH]ncc2CN2CCC(OCc3ccccc3)CC2)c(F)c1	-0.2	i	i	-10.0	-17.6	i	-1.5	i	i	i	-5.1
O=C(CSc1n[nH]c(=O)n1C1CC1)Nc1ccc(Cl)c(Cl)c1	-0.3	i	i	-4.8	-4.1	i	1.9	i	i	i	1.1
C=CCNC(=O)NC(=O)COC(=O)/C=C/c1cccc([N+](=O)[O-])c1	-0.9	i	i	-8.0	3.3	i	-0.5	i	i	i	8.3
CCCc1ccc(/C=C2\C(=O)c3ccccc3C(O)=C2C(=O)OCC)cc1	0.6	i	i	-12.7	0.3	i	0.1	i	i	-7*	40.3
Cc1cccc(NC(=S)NC(=O)CCc2ccccc2)c1	0.6	i	i	-13.4	-40.4	i	-6.8	i	i	i	10.9
COc1ccc(Cn2ccnc2SCC(=O)Nc2ccccc2OC)cc1	-0.2	i	i	-22.6	20.1	i	-4.4	i	i	i	-1.5
COC(=O)/C(=C/c1ccco1)NC(=O)c1ccccc1	0.9	i	i	-4.5	-30.3	i	-3.8	i	i	i	6.8
CCC(=O)N(C)CCc1cc2c(c(OC)c1/C=N/NC(=O)c1ccncc1)OCO2	0.0	i	i	-14.4	-16.8	i	-3.2	i	i	i	2.2
Cc1ccc(C(=O)Nc2c(C(=O)NCc3ccco3)cnn2-c2ccccc2)cc1	-0.1	i	i	-15.2	26.5	i	-4.6	i	i	i	-4.5
COc1ccc2oc(=O)c(C(=O)NCc3ccccn3)cc2c1	1.2	i	i	-54.0	-43.5	i	2.0	i	i	i	-7.4
O=C(CSC1CS(=O)(=O)c2cc([N+](=O)[O-])ccc21)NNC(=O)c1ccccc1 (stereo not drawn)	-0.8	i	i	13.3	-0.9	i	1.2	i	i	i	0.4
Cc1cc2oc3c(c(=O)c2cc1C)C(c1ccc(F)cc1)N(CCCN1CCOCC1)C3=O (stereo not drawn)	-0.3	i	i	-24.8	-5.6	i	1.2	i	i	i	1.3
c1ccc2[nH]c(CCCc3nc4ccccc4[nH]3)nc2c1	0.4	i	i	-8.7	-33.5	i	-1.6	i	i	i	-0.4
Cc1ccc(C(=O)Nc2ccc3c(c2)OCCO3)cc1	-2.1	i	i	48.0	89.0*	i	3.3	i	i	i	0.5
CC(C)(C)n1ncc2c(=O)n(CC(=O)NCc3ccc(F)cc3)cnc21	3.3	i	i	-66.6	-90.0	i	5.4	i	i	i	-11.0
O=C(COC(=O)CC12CC3CC(CC(Br)(C3)C1)C2)NC(=O)NCc1ccco1	-15.2	i	i	-5.9	-12.1	i	2.0	i	i	i	-1.2
Cc1ccc(NC(=O)Cc2nnc(SCC(=O)NC3CCCC3)n2C)cc1C	-0.1	i	i	-8.8	-4.7	i	2.1	i	i	i	-4.0
O=C(O)CCCCCNC(=O)c1ccc(C(=O)NCCCCCC(=O)O)cc1	-0.2	i	i	-8.5	5.6	i	3.7	i	i	i	-24.2
CCCNC(=O)c1c(Cl)cnn1-c1ccc(C)cc1	1.8	i	i	-38.1	-137.0	i	-0.6	i	i	i	-19.4
COc1ccccc1OCC(=O)N/N=C/c1c(O)ccc2ccccc12	17.7*	i	i	67.4*	?	i	3.9	i	i	i	32.4
COc1ccc(C2N(c3ccc(Cl)cc3)N=C(C(C)=O)N(C)N2C(C)=O)cc1 (stereo not drawn)	0.0	i	i	7.2	-17.5	i	-6.2	i	i	i	44.0
Cc1cc(-c2ccccc2C(=O)NCc2ccccc2)on1	-0.3	i	i	2.1	7.2	i	1.3	i	i	i	-2.8
CC(C)CC1NC(C(=O)O)Cc2c1[nH]c1ccccc21 (stereo not drawn)	-5.0	i	i	-23.2	8.1	i	-1.0	i	i	i	-2.6
CCn1cc(C(=O)O)c(=O)c2cc(F)c(N3CCN(C(=S)NC(=O)c4ccccc4Cl)CC3)cc21	-0.9	i	i	-6.8	-3.9	i	-1.4	i	i	i	23.0
CC(=O)Nc1ccc(S(=O)(=O)N(C)CC(=O)OCC(=O)N(CC(C)C)C2CCS(=O)(=O)C2)cc1 (stereo not drawn)	0.1	i	i	/	-4.5	i	/	i	i	i	-1.8
O=C(CCl)N(c1ccccc1)c1ccccc1	-2.1	i	i	-6.7	7.1	i	8.0	i	i	/	10.5
Cc1ccc(C(=O)Nc2ccsc2C(=O)O)cc1	0.4	i	i	-119.5	-141.0	i	-1.5	i	i	i	8.7
CCCCCN(C(=O)NC(=O)NCCCC)S(C)(=O)=O	0.0	i	i	5.1	-0.1	i	-8.1	i	i	i	8.0
Cc1ccc(C)c(C(=O)CC2(O)C(=O)N(C)c3ccccc32)c1 (stereo not drawn)	-0.3	i	i	-21.0	7.2	i	5.2	i	i	i	2.0
CN(C)c1c(N)c(=O)oc2ccccc12	0.5	i	i	-9.2	-60.2	i	0.7	i	i	i	-5.0
O=C(CCC(=O)Nc1ccccc1Cl)N/N=C1\CCCc2ccccc21	-0.6	i	i	-20.4	-43.4	i	0.4	i	i	i	-3.2
Cc1ccc(NC(=O)CCCN2C(=S)NC(C)(C)CC2C)cc1 (stereo not drawn)	-0.3	i	i	-8.0	21.7	i	2.2	i	i	i	0.0
CC(=O)c1cc(C#N)c(SCCC(C)C)nc1C	0.9	i	i	-17.9	-36.5	i	2.7	/	i	i	0.4
CC1CCC(NCC(=O)Nc2cccc(S(N)(=O)=O)c2)CC1 (stereo not drawn)	-0.2	i	i	1.9	3.3	i	-2.0	i	i	i	-5.2
CCCOc1ccccc1C1CC(=O)NC(C)=C1C(=O)OCC(C)C (stereo not drawn)	-0.4	i	i	-15.1	15.8	i	2.8	i	i	i	-11.3
OCCC1CN(Cc2nc3ccc(F)cc3[nH]2)CCN1C1CCCC1 (stereo not drawn)	0.4	i	i	-27.6	-9.0	i	7.5	i	i	i	-24.4
CCc1ccc(NC(=O)N(CCN2CCOCC2)Cc2ccc3c(c2)CCCN3CC)cc1	1.7	i	i	-20.2	-4.0	i	-0.8	i	i	i	-0.3
CCOc1ccc(-n2c(N)c(C(=O)NCc3cccnc3)sc2=S)cc1	2.0	i	i	3.8	-5.6	i	0.5	i	i	i	5.3
CC(=O)Oc1ccc(-c2cc3c(OC(C)=O)cc(OC(C)=O)cc3oc2=O)cc1	-0.2	i	i	/	0.0	i	/	i	i	i	1.8
COc1cccc(OC)c1CNC(=O)C1CCC(=O)N(CC2CCCCC2)C1 (stereo not drawn)	0.8	i	i	-22.3	-5.2	i	6.7	i	i	i	0.4
O=C(O)c1cc([N+](=O)[O-])ccc1NCc1ccccc1	-0.6	i	i	-30.9	-2.4	i	0.3	i	i	i	23.8
C/C(N)=C(/C#N)C(=O)CSc1cc(Cl)ccc1Cl	-0.3	i	i	1.2	-1.7	i	6.3	i	i	i	-5.4
O=C(Cn1nnc2ccccc2c1=O)Nc1cccc(S(=O)(=O)N2CCOCC2)c1	0.0	i	i	-16.3	23.4	i	0.4	i	i	i	1.6
CCCCOc1ccc(C2C(C(=O)c3ccc(C)o3)=C(O)C(=O)N2CC2CCCO2)cc1 (stereo not drawn)	0.2	i	i	-31.3	-13.9	i	-1.8	i	i	i	10.7
CC(C)Oc1ccccc1/C=N/n1nnnc1N	-0.3	i	i	/	26.2	i	/	i	i	i	0.2
O=C(Cc1cccc2ccccc12)Nc1nnc(-c2cccc([N+](=O)[O-])c2)s1	-0.1	i	i	-1.2	4.2	i	-0.5	i	i	i	3.9
Cc1ccc2c(cnn2C(=O)CCCC(=O)NCc2ccc(Cl)cc2)c1	0.3	i	i	-54.5	-14.1	i	4.5	i	i	i	-12.7
CCOc1cc(/C=N/Nc2nc(-c3cccs3)c(NC(C)=O)s2)ccc1O	0.0	i	i	-5.9	1.1	i	-0.9	i	i	i	23.8
CCc1ccccc1NC(=O)C1CCCN(S(=O)(=O)c2ccc3c(c2)CC(C)N3C(C)=O)C1 (stereo not drawn)	-0.1	i	i	-12.0	11.5	i	-1.9	i	i	i	-15.1
O=C(CCC1CCCN(Cc2ccc3c(c2)OCCO3)C1)NCc1ccc(F)c(F)c1 (stereo not drawn)	-0.1	i	i	-29.8	4.0	i	-4.1	i	i	i	3.6
O=C(Nc1cccc(C(=O)O)c1)/C(=C\c1ccccc1)NC(=O)c1ccccc1	-0.3	i	i	-24.0	-13.8	i	3.4	i	i	i	14.7
O=S(=O)(Nc1ccc(S(=O)(=O)Nc2cccc3ccccc23)cc1)c1ccccc1	-0.4	15*	i	-42.4	11.8	i	-2.2	i	i	i	15.0
CN(Cc1ccccn1)C(=O)C1CCC(=O)N(CCc2ccc(Cl)cc2)C1 (stereo not drawn)	-0.2	i	i	-33.6	-13.0	i	2.9	i	i	i	4.0
COc1ccccc1Nc1nc(NCCCCO)nc(N2CCCC2)n1	-0.7	i	i	/	33.5	i	/	i	i	i	-3.6
O=Cc1ccc2ccc3cccnc3c2n1	5.8	i	-9.85*	77.8*	11.7	i	1.6	i	i	i	4.1
O=C(CSc1n[nH]c(=O)[nH]c1=O)c1ccc(Cl)cc1Cl	0.1	i	i	-5.7	7.9	i	-9.0	i	i	i	-10.5

Rows were taken by chance, and some 5.8% of all compounds hit somewhere here.
